# From PubChem BioAssay
# S-ASM inh: Inhibitors of Secretory Acid Sphingomyelinase (S-ASM): qHTS | Sphingomyelin phosphodiesterase (Homo sapiens), P17405 | placental ASM, HMU-PC fluorogenic substrate, 60 min | Potency, µM (top dose mostly 57.5 µM), for inactives: at the top dose activity change, negative = inhibition, usual class: inhibitors | hit rate 0.006% among 340,000; further: potency means the concentration at half of the fitted maximal effect
#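 qHTS format. ASM enzyme prepared from human placenta hydrolyses the fluorogenic substrate HMU-PC0 (9 uM final) over 60 min at 37 °C after a 10 min compound preincubation.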
# B2AR arrestin: qHTS assay of beta-arrestin-biased ligands of beta2-adrenergic receptor; Beta-2 adrenergic receptor (Homo sapiens), P07550; beta-arrestin recruitment to beta2AR, cell-based reporter; Potency, µM (titrated, usually from 46.1 µM), for inactives: top-dose activation, most hits filed as activators; hit rate 0.02% among 330,000;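 further: potency means the concentration at half of the fitted maximal effect; 0% = DMSO controls and full agonism = EC100 isoproterenol or metaproterenol; nearly all actives have a fitted effect of over 65% in size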
# Target sequence (P07550 whole entry, looked up): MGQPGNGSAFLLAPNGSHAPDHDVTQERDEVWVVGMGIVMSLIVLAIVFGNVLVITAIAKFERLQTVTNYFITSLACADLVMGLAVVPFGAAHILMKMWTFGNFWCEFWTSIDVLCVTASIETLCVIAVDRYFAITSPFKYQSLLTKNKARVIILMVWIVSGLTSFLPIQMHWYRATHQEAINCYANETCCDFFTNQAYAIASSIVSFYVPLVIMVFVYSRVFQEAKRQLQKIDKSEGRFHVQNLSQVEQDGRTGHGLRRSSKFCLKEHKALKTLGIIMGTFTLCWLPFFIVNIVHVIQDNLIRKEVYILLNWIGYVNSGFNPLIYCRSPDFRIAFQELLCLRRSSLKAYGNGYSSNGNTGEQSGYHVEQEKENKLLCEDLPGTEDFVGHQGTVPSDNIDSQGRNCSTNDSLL
# GALK inhibitor: qHTS Assay for Inhibitors of Human Galactokinase (GALK) | hit rate 0.007% among 270,000 | Purified GALK, Kinase-Glo residual ATP luminescence | Potency, µM (doses to about 57.5 µM), for inactives: top-dose activity change, negative = inhibition, actives largely listed as inhibitors; further: potency means the concentration at half of the fitted maximal effect; on the % scale 0 is the no-effect control and ±100 the full control effect
#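 Luminescence from leftover ATP (Ultra-Glo luciferase/luciferin) served as read-out after a 1 h room-temperature reaction of 5 nM GALK with 35 uM ATP and 100 uM galactose.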
# Giardia killer: Small Molecules that selectively kill Giardia lamblia: qHTS; hit rate 0.15% among 340,000; activity change, % at 7.66 µM, hits read low; Giardia lamblia trophozoite viability; in the data active means activity change below about -80%; inconclusive means between about -30% and that limit;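 further: parasites exposed to compound for two days anaerobically before the ATP read; on the % scale 0 is the no-effect control and ±100 the full control effect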
#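 Killing of trophozoites was scored by loss of ATP luminescence after a 48 hrs anaerobic exposure to compounds at 37 deg C, using 100 cells per well.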
# Integrin act MD: qHTS for Activators of Integrin-Mediated Alleviation for Muscular Dystrophy. alpha7betagal myoblasts, beta-gal FDG fluorescence, 48 h. Potency, µM (highest dose often 38.3 µM), without a hit: top-dose activation, actives largely listed as activators. hit rate 0.064% among 350,000. AID 624291, 2012;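 further: potency means the concentration at half of the fitted maximal effect; 100% = response of the positive control SU9516; nearly all actives have a fitted effect of over 60% in size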
#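 alpha7betagal+/- myoblasts (passage 13, 250/well) treated 48 h at 37C with compounds at 1:260 dilution of DMSO stock. Lysed, then beta-galactosidase activity read as FDG fluorescence (ex 480/em 540) after 30 min, with pre-read for autofluorescence.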
# PTAP TSG101 blk: qHTS Assay for Iinhibitors of HIV-1 Budding by Blocking the Interaction of PTAP/TSG101; Tumor susceptibility gene 101 protein (Homo sapiens), Q99816; Fluorescence polarization, FITC-PTAP peptide / Tsg101 binding; Potency, µM (titrated, usually from 115 µM), without a hit: at the highest dose activity change, negative = inhibition, actives largely listed as inhibitors; 340,000 tested, under 10 active; AID 493005, 2010; active means well fitted inhibition curve with a large enough effect in the main read-out, with a control signal flat, not every such curve was filed as active; inconclusive means small, poorly fitted or top-dose-only effect, or effect the other way, or a change in a side signal; inactive means no such curve, though single readings can be large or run the other way; further: potency means the concentration at half of the fitted maximal effect; % of control where 0% means no effect
#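 Fluorescence polarization binding of Tsg101 binding domain (10 uM final) to FITC-labeled PTAP peptide (50 nM final) in HEPES pH 7.5 buffer with NaCl, Tween 20, EDTA, TCEP. Compounds added before peptide; binding 20 min at RT.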
# BCR signal inh: qHTS Assay to Find Inhibitors of Chronic Active B-Cell Receptor Signaling; Potency, µM (titrated, usually from 46.1 µM), for inactives: top-dose ratio change, negative = lower green/red ratio, actives largely listed as inhibitors; ABC-DLBCL IkBa-CBG/CBR reporter, luminescence ratio, 4 h; hit rate 0.05% among 340,000; active means well fitted inhibition curve with a large enough effect in the signal ratio, with a control signal flat, not every such curve was filed as active; inconclusive means small, poorly fitted or top-dose-only effect, or effect the other way, or a change in a side signal; the % refers to the signal ratio;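 further: potency means the concentration at half of the fitted maximal effect; plate controls were basal doxycycline-induced cells for no effect and cells given 10 µM MG132 for full effect; MG132 reads +100%, hits lower the ratio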
#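 Cell line TMD8 (human ABC DLBCL), stably expressing tet-inducible CBG68-IkBa fusion and CBR; IMDM/0.5% FBS; cpd up to 46 uM; dox induction, 4 h, 37C/5% CO2; dual luminescence; green/red ratio; MG132 control.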
# Tb PFK block: qHTS Assay to Find Inhibitors of T. brucei phosphofructokinase | Potency, µM (series often up to 57.5 µM), for inactives: at the highest dose activity, negative = inhibition, actives largely listed as inhibitors | ATP-dependent 6-phosphofructokinase (Trypanosoma brucei brucei), O15648 | T. brucei PFK, ADP-Glo luminescence | hit rate 0.17% among 330,000;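 further: potency means the concentration at half of the fitted maximal effect; 0% = uninhibited 1x PFK enzyme wells and -100% = no-enzyme wells; nearly all actives have a fitted effect of over 60% in size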
# Target sequence (O15648 whole entry, looked up): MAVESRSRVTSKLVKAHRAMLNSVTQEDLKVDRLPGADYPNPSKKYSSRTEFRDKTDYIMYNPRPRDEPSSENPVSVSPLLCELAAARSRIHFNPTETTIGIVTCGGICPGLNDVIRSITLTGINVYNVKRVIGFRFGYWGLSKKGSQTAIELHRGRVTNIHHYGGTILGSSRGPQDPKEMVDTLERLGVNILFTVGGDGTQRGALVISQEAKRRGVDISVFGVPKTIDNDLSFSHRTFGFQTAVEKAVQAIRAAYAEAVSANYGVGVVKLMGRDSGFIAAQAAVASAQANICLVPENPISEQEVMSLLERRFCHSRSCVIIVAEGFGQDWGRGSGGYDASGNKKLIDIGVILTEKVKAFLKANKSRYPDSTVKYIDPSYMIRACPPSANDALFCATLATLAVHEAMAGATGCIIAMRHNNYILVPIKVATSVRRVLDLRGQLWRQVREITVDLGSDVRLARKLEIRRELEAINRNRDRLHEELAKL
#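 Activity is normalized to no-enzyme wells (full inhibition) and 1.25 nM enzyme wells (no inhibition). Reaction: 0.5 mM F6P, 0.1 mM ATP, 45 min RT, ADP-Glo luminescence; concentration-response curves fitted and classed by quality.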
# Coupling enz: qHTS Assay for Inhibitors of Fructose-1,6-bisphosphate Aldolase from Giardia Lamblia: Coupling assay counterscreen. AID 2472, 2010. coupling enzyme system counterscreen, AmpLite Red fluorescence. activity change, negative = inhibition, % at 58.2 µM, hits read low. hit rate 0.67% among 290,000; in the data active means activity change below about -30%; further: on the % scale 0 is the no-effect control and ±100 the full control effect
#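 Fluorescence at 525 nm excitation and 598 nm emission measured inhibition of the coupled detection system without aldolase. Compounds (at 57.5 uM final) were preincubated 10 min at room temperature with coupling enzyme reagent before a 20 min substrate/AmpLite Red step.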
# PKM2 act: qHTS Assay for Activators of Human Muscle isoform 2 Pyruvate Kinase; Potency, µM (titrated, usually from 57.5 µM), for inactives: at the top dose activation, hits mostly activators; AID 1631, 2009; hit rate 0.34% among 260,000; Pyruvate kinase PKM (Homo sapiens), P14618; purified PKM2, Kinase-Glo ATP luminescence, activation; response scale: 0% is enzyme alone, no compound; further: potency means the concentration at half of the fitted maximal effect; on the % scale 0 is the no-effect control and ±100 the full control effect; nearly all actives have a fitted effect of over 55% in size
#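 hPK-M2, >95% pure; 0.1 mM ADP / 0.5 mM PEP final; imidazole pH7.2 buffer w/ 7 mM MgCl2, 50 mM KCl; 1 h RT; Kinase-Glo lum. Intermediate enzyme activity for dual inhibitor/activator qHTS.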
# Menin MLL FP TR: qHTS Assay for Inhibitors Targeting the Menin-MLL Interaction in MLL Related Leukemias: Competition With Texas Red Labeled MLL-derived Mutant Peptide; Menin + Texas Red MLL mutant peptide, fluorescence polarization; Potency, µM (top dose mostly 61.6 µM), for the others: top-dose FP activity change, negative = inhibition, actives largely listed as inhibitors; hit rate 0.23% among 270,000; AID 1768, 2009; active means well fitted inhibition curve with a large enough effect in the polarisation, with a control signal flat, not every such curve was filed as active; inconclusive means small, poorly fitted or top-dose-only effect, or effect the other way, or a change in a side signal; inactive means no such curve, though single readings can be large or run the other way; the % refers to the polarisation; further: potency means the concentration at half of the fitted maximal effect; % of control where 0% means no effect; many of its hits are not listed in these tables
# Active calls of the source: *; i = inactive; ? = inconclusive; · = no result given; [ ] = remark or other dose. Unless noted, the call rests on the fitted dose curve; in most records, active means well fitted curve in the direction sought with a large enough effect; inconclusive means small, poorly fitted or top-dose-only effect, or another doubt; inactive means no such curve, though single readings can be large; an effect the other way counts as inactive or inconclusive. The list is partial; the hit share may differ from the screen's.
SMILES,S-ASM inh,B2AR arrestin,GALK inhibitor,Giardia killer,Integrin act MD,PTAP TSG101 blk,BCR signal inh,Tb PFK block,Coupling enz,PKM2 act,Menin MLL FP TR
COc1ccc(NC2=NC(=S)N(c3ccccc3C)C23CCCCC3)cc1,-2%,4.1%,-3%,9,12%,-5%,12%,-2%,-2,-10%,2%
Cc1ccc(S(=O)(=O)NNC(=O)c2cnn(-c3ccccc3)c2-n2cccc2)cc1,0%,0.2%,-1%,-6,-18%,-4%,-15%,2%,2,0%,?
COc1ccc(C2N=C(c3ccccc3)C(C)(C)N2O)cc1OC (stereo not drawn),5%,-1.2%,2%,-12,-34%[7.66 µM],0%,-13%,1%,1,3%,6%
CNc1oc(-c2ccc(Cl)cc2)nc1P(=O)(c1ccccc1)c1ccccc1,-11%,0.0%,·,-14,-3%,-5%,-4%,-3%,-1,-2%,16%
Cc1ccc(S(=O)(=O)Nc2ccc3c(c2)nc(CCN2CCCC2)n3C)cc1,2%,-0.6%,-1%,10,-45%[inhibitor],0%,?,2%,-1,·,-2%
COc1ccc(C(=O)NCC(=O)O)cc1,0%,·,0%,7,11%,0%,·,·,1,1%,8%
O=C(c1cccc2cccc(O)c12)N1CCCCC1,1%,-0.4%,0%,9,-7%,0%,-9%,-1%,-15,-3%,-7%
CC1(C)CC(=O)C=C(NCCN2CCNCC2)C1,3%,0.2%,-2%,3,-8%,-4%,?,-3%,2,5%,-11%
COc1cc(C(=S)N2CCCCC2)ccc1O,4%,0.0%,4%,9,3%,-3%,?,-11%,-37*,-1%,-1%
O=C(O)c1cc(Nc2cc(Cl)c3nonc3c2[N+](=O)[O-])ccc1O,3%,-0.4%,-2%,-24,?,-13%,6%,-27%,9,·,?
CCOC(=O)CSc1nnc(-c2ccc(OC)cc2)n1CC,2%,-0.1%,7%,4,-32%,0%,-2%,-5%,1,-2%,4%
O=C(c1ccco1)N1CCN(Cc2cccc(F)c2)CC1,5%,0.1%,1%,14,-7%,-1%,9%,?,5,-2%,1%
Cc1ccc(CN2CCN(Cc3ccncc3)CC2CCO)o1 (stereo not drawn),6%,3.1%,-2%,-12,0%,0%,-8%,1%,1,-1%,2%
CCOC(=O)Cc1c(C)nc(SC)[nH]c1=O,0%,0.1%,-4%,-5,9%,-3%,0%,2%,2,-2%,17%
Cn1c(=O)n(-c2ccc(Cl)cc2)c(=O)c2c3c(sc21)COC(C)(C)C3,-1%,-0.3%,-3%,-13,4%,-4%,2%,1%,-5,-2%,-7%
COc1ccc(-c2cc(C)no2)cc1S(=O)(=O)Nc1ccccc1,-11%,-1.2%,4%,19,19%,-4%,-8%,0%,·,·,·
O=C(NC1CCCCC1)C1CCN(c2cnccn2)CC1,13%,-0.3%,8%,-5,9%,-1%,1%,-1%,2,1%,2%
COc1ccc(CN2CC(C(=O)NCCC(C)C)CC2=O)cc1 (stereo not drawn),5%,-0.1%,-2%,24,-1%,-9%,-1%,-9%,-1,12%,0%
COC(=O)CSc1nnc(NC(=O)C2CC(=O)N(c3ccc(F)cc3)C2)s1 (stereo not drawn),-1%,0.0%,-5%,-17,0%,0%,?,-8%,·,-2%,·
O=C(N/C(=C/c1ccco1)C(=O)N1CCCC1)c1cccs1,-2%,-0.1%,0%,14,-2%,-7%,-6%,-14%,-18,-2%,?
C=C(C)Cn1c(SCCN2CCOCC2)nc2c1c(=O)[nH]c(=O)n2C,7%,-0.6%,1%,-4,-26%,-1%,1%,2%,-1,-1%,7%
CCCn1nnc(NC(=O)c2ccc(Br)o2)n1,3%,0.2%,-1%,3,-11%,-5%,?,-3%,0,3%,·
COc1ccc2cc(C(C)C(=O)Nc3cccc(S(=O)(=O)N(C)C)c3)ccc2c1 (stereo not drawn),-16%,-0.9%,3%,1,-4%,0%,0%,1%,3,·,·
COc1ccccc1NC(=O)N1CCN(C(=O)c2ccco2)CC1,0%,-0.6%,-5%,-15,5%,5%,-1%,1%,·,-2%,·
O=C(NCc1nnc(SCC(=O)N2CCCC2)o1)c1c(F)cccc1F,1%,0.2%,-5%,2,28%,-3%,2%,1%,-3,0%,9%
# Carrying on.
SMILES,S-ASM inh,B2AR arrestin,GALK inhibitor,Giardia killer,Integrin act MD,PTAP TSG101 blk,BCR signal inh,Tb PFK block,Coupling enz,PKM2 act,Menin MLL FP TR
COc1cc(F)ccc1S(=O)(=O)N1CCN(C23CC4CC(CC(C4)C2)C3)CC1,-3%,-1.2%,2%,2,-5%,-7%,9%,2%,9,-3%,-18%
Cc1ccc(-c2nnc3c(C(F)(F)F)nc4ccccc4n23)cc1,16%,0.0%,-2%,-3,23%,-18%,-1%,-8%,1,-3%,0%
C/C(=N\Nc1nc2ccccc2s1)c1cccs1,-15%,-1.1%,0%,-26,0%,-6%,?,-1%,-12,-17%,?
COc1ccc(C(=O)O/N=C(\N)c2ccc(Cl)cc2)cc1,-2%,-0.7%,·,3,1%,-4%,0%,1%,-5,·,9%
CN1CCN(c2nc(-c3ccc(Cl)s3)cs2)CC1,6%,-0.1%,0%,?,36%,5%,2%,-4%,-2,1%,2%
CC(C)(C)c1ccc(C(=O)OCCN2CCCCC2)cc1,4%,1.1%,-1%,1,4%,-2%,-1%,1%,3,·,-21%
Cc1ccc(S(=O)(=O)c2cnc(-c3ccccc3)nc2N2CCN(C)CC2)cc1,-4%,-0.5%,0%,-11,-45%,-9%,2%,0%,0,-8%,-15%
CCc1cc2c(N3CCCCC3)ncnc2s1,1%,-0.9%,-5%,12,-24%,-4%,-1%,-7%,-1,3%,-28%
CCOC(=O)c1ccc(-c2c(-c3cc(OC)c(OC)c(OC)c3)noc2C)cc1F,-14%,0.5%,·,1,9%,0%,?,1%,-1,-1%,?
COC(=O)c1cnc(Oc2ccc(NC(=O)NC(=O)c3c(OC)cccc3OC)cc2)cc1C(F)(F)F,-2%,-0.7%,1%,-28,-18%,-1%,?,0%,3,-4%,·
CCN(CC)c1cnn(C/C(=N\OC)c2ccc(Cl)cc2)c(=O)c1Br,-2%,0.4%,0%,-5,18%,0%,25%,4%,1,4%,?
COc1ccc(OCCC(=O)OCC(=O)NC(=O)NC(C)C)cc1,0%,-0.3%,-1%,5,-4%,-2%,?,0%,5,-2%,-2%
Cc1cc(C)n(-c2ccc(C(=O)Nc3ccc4c(c3)OCCO4)cc2)n1,0%,-0.2%,-1%,-1,-11%,-4%,19%,1%,-5,-2%,5%
COc1ccc(OC)c(-c2csc3nnc(SCC(=O)Nc4ccc(NC(C)=O)cc4)n23)c1,-3%,0.3%,6%,6,-30%,·,-13%,-2%,8,-4%,2%
O=C(Nc1cc(=O)[nH]c(=O)[nH]1)c1cccc(C(F)(F)F)c1,1%,-0.2%,11%,-2,-11%,-3%,-1%,-4%,-7,·,27%
CCn1cc(S(=O)(=O)c2ccc(C)cc2)c(=O)c2cc(F)c(N3CCN(C)CC3)cc21,-1%,0.3%,-3%,-2,-27%,-8%,13%,-1%,0,·,0%
CC(C)[C@H](NC(=O)c1ccccc1)C(=O)OCC(=O)NCC1CCCO1 (stereo partly drawn),4%,0.0%,·,3,-7%,-1%,0%,0%,·,·,·
O=C(NC1CCCCCC1)C1CCN(C(=O)c2ccc(Cl)cc2)CC1,-4%,-0.2%,·,4,15%,0%,1%,?,·,·,·
CCCCNC(=O)/C(=C/c1ccco1)NC(=O)c1ccco1,1%,3.3%,9%,20,17%,1%,-3%,1%,1,0%[11.5 µM],-5%
CCOCCCn1c(SCC(=O)Nc2oc(C)c3c(C)n[nH]c(=O)c23)nnc1-c1ccncc1,0%,0.0%,·,8,-23%,-3%,-1%,-7%,·,·,·
COC(=O)c1cc2c(s1)-c1ccccc1OC2,i,-0.4%,3%,9,-12%,-1%,5%,6%,4,0%,1%
